APJ antagonist: antagonists of human apelin receptor APJ, primary screen, CHO-K1 cells, beta-arrestin complementation, luminescence. AID 2521, 2010. P35414. inhibition, % at 20 µM. 330,000 tested, 0.32% active;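 active = inhibition above about 40% at 20 µM, limit read from the data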;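 note: cells challenged with 10 nM apelin-13 agonist together with compound; plate controls were apelin-13 plus DMSO wells for no effect and DMSO wells lacking apelin-13 for full effect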
Target sequence (P35414 whole entry, looked up): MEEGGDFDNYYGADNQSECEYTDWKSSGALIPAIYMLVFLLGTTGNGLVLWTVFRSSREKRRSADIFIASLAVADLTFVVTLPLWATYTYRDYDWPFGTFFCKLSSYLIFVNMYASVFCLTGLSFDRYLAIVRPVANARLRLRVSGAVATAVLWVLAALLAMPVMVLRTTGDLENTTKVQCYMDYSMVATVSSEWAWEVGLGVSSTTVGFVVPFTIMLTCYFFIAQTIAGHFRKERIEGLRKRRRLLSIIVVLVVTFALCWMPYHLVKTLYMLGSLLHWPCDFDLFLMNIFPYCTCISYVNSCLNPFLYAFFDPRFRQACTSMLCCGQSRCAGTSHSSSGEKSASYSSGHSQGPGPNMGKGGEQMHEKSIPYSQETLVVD
tim23-1 inh: growth inhibitors of tim23-1 mutant yeast, primary screen, luminescence, uHTS; S. cerevisiae tim23-1 growth, BacTiter-Glo luminescence, 24 h; inhibition, % at 20 µM; 330,000 tested, 1.3% active;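 active = growth inhibition of the mutant yeast at or above 50%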;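 note: temperature-sensitive mutant grown at 25 °C; plate controls were DMSO-treated mutant yeast for no effect and medium wells lacking yeast for full effect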
tim10-1 inh: growth inhibitors of tim10-1 mutant yeast, primary screen, luminescence, uHTS. S. cerevisiae tim10-1 ts strain growth, BacTiter-Glo, 24 h. inhibition, % at 20 µM. 330,000 tested, 2.2% active;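 active = inhibition of at least 40%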;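 note: mutant grown at 25 °C; 0% = DMSO wells with yeast and 100% = wells holding no yeast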
APJ agonist: agonists of human apelin receptor APJ, primary screen, CHO-K1 cells, PathHunter beta-arrestin, luminescence; P35414; 0% DMSO wells, 100% apelin; activation, % at 20 µM; 330,000 tested, 0.11% active; AID 2520, 2010;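 active = activation more than six SD over the plate average, tested at 20 µM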;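 note: 0% = DMSO alone and 100% = apelin-13 at 10 nM; some results filed as inactive read as strong as hits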
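Assay system – PathHunter CHO-K1 APJ (AGTRL-1) beta-arrestin reporter cells · Compound – one dose, 20 µM compound, 1% DMSO · Timing – compound 90 min 25 °C, reagent 1 h · Measured by – luminescence from split beta-galactosidase complementation, Galacton Star/Emerald II substrate · Measure – beta-arrestin recruitment to APJ as agonist activity, luminescent signal · Benchmarks – DMSO vs Apelin-13 10 nM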
NR3A LBD binder: binders of NR3A ligand-binding domain, primary screen, biophysical, differential scanning fluorimetry, uHTS | Glutamate receptor ionotropic, NMDA 3A (GRIN3A) ligand-binding domain | NR3A LBD differential scanning fluorimetry, Tm shift; 0% = protein alone, 100% = glycine-bound protein | Tm shift relative to glycine control, % at 25 µM | 340,000 tested, 2.5% active;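 active = melting temperature shift of at least 10% of the positive control shift, at one fixed dose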
TIM10 inh: growth inhibitors of isogenic TIM10 control yeast, primary screen, counter-screen for tim10-1 yeast inhibitor project, luminescence, uHTS | S. cerevisiae TIM10 strain growth, BacTiter-Glo luminescence, 24 h | inhibition, % at 10 µM | 330,000 tested, 1.4% active;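 active = inhibition of 40% or more at the single tested concentration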;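 note: wild-type TIM10 isogenic control strain grown at permissive 25 °C; 0% = DMSO yeast wells and 100% = minimal medium wells without yeast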
NALP3 yeast inh: NALP3 inflammasome inhibitors in reconstituted yeast, primary screen, luminescence, uHTS. Yeast reconstituted NLRP3/ASC/caspase-1, beta-gal luminescence, 24 h. inhibition, % at 10 µM. 330,000 tested, 0.39% active;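 active = inhibition of 50% or more; inactive = inhibition below 50%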;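 note: plate controls were induced DMSO wells for no effect and uninduced yeast grown without galactose for full effect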
MPTP inh: mitochondrial permeability transition pore inhibitors, primary screen, biochemical, isolated mouse mitochondria, absorbance; 360,000 tested, 1.4% active; Ca2+ swelling absorbance, 30 min; inhibition, % at 10 µM;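 active = inhibition of 50% or more, scaled per plate between neutral and stimulator controls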;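 note: 0% = DMSO wells given calcium and 100% = 1 mM EGTA wells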
MIN6 prolif: inducers of MIN6 beta-cell proliferation, primary screen, ATP luminescence, uHTS | MIN6 cells proliferation, ATPlite luminescence, 48 h; cells starved in 0.2% serum; 100% = growth in 10% serum | proliferation, % at 10 µM | 330,000 tested, 0.29% active | AID 2380, 2010;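 active = compounds whose signal lies at least 3.5 SD above the mean of all wells on their plate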;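 note: 0% = DMSO-treated cells in low-serum medium and 100% = 10% serum control; some compounds called inactive have numbers as strong as hits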
Active calls of the source: *; x = not tested or not shown.

Molecule	APJ agonist	tim23-1 inh	MPTP inh	NALP3 yeast inh	APJ antagonist	MIN6 prolif	TIM10 inh	tim10-1 inh	NR3A LBD binder
COc1cc2c(cc1NC(=O)COC(=O)CNS(=O)(=O)c1ccc(C)cc1)oc1ccccc12	-3	33	1.0	15	-10	0	29	20	-2
O=C(NCc1ccccc1)N1CCC(c2nc3ccccc3[nH]2)CC1	-5	1	-0.9	4	23	-3	-6	10	0
Cc1cccc(NC(=O)c2ccccc2[N+](=O)[O-])n1	-3	9	-1.1	3	11	2	17	12	0
Cc1ccc(Cl)cc1N1CCN(Cc2nc3ccsc3c(=O)[nH]2)CC1	-2	43	-2.1	30	7	1	-2	21	2
Cc1n[nH]c(=O)nc1N/N=C/c1ccc(O)c([N+](=O)[O-])c1	-4	14	0.1	3	22	0	15	18	2
CC1CC(C)CN(C(=O)COC(=O)c2cc(S(=O)(=O)N3CCOCC3)ccc2F)C1 (stereo not drawn)	-3	26	-1.8	26	4	-4	5	16	-2
Fc1ccc(-c2csc(N3CCSCC3)n2)cc1	-3	6	-1.4	-17	0	5	2	21	6
CCC1(CC)Cc2ccccc2C(=C(C#N)C#N)N1	-1	8	-0.1	13	13	-1	-27	25	1
O=C(c1cc(=O)[nH]c2ccccc12)N1CCN(c2ccc([N+](=O)[O-])cc2)CC1	-1	19	1.3	12	11	2	-20	7	0
Cc1nn(CCO)c2c1C(=O)CCC2	2	1	-4.3	15	9	-3	6	15	0

A second format for 3 compounds above.
> Cc1n[nH]c(=O)nc1N/N=C/c1ccc(O)c([N+](=O)[O-])c1
  APJ agonist: -4
  tim23-1 inh: 14
  MPTP inh: 0.1
  NALP3 yeast inh: 3
  APJ antagonist: 22
  MIN6 prolif: 0
  TIM10 inh: 15
  tim10-1 inh: 18
  NR3A LBD binder: 2
> Cc1ccc(Cl)cc1N1CCN(Cc2nc3ccsc3c(=O)[nH]2)CC1
  APJ agonist: -2
  tim23-1 inh: 43
  MPTP inh: -2.1
  NALP3 yeast inh: 30
  APJ antagonist: 7
  MIN6 prolif: 1
  TIM10 inh: -2
  tim10-1 inh: 21
  NR3A LBD binder: 2
> CC1CC(C)CN(C(=O)COC(=O)c2cc(S(=O)(=O)N3CCOCC3)ccc2F)C1 (stereo not drawn)
  APJ agonist: -3
  tim23-1 inh: 26
  MPTP inh: -1.8
  NALP3 yeast inh: 26
  APJ antagonist: 4
  MIN6 prolif: -4
  TIM10 inh: 5
  tim10-1 inh: 16
  NR3A LBD binder: -2

(cont.)
Molecule	APJ agonist	tim23-1 inh	MPTP inh	NALP3 yeast inh	APJ antagonist	MIN6 prolif	TIM10 inh	tim10-1 inh	NR3A LBD binder
CCn1c(=N)c(S(=O)(=O)c2ccccc2)cc2c(=O)n3ccccc3nc21	-2	17	0.8	21	16	1	-2	5	3
Clc1ccc2c(NCc3ccco3)ncnc2c1	4	9	1.5	34	-1	0	-4	-4	-4
CC(NS(=O)(=O)c1ccc([N+](=O)[O-])cc1)C(c1cccs1)N1CCOCC1 (stereo not drawn)	0	13	1.3	7	-12	1	13	31	-2
O=C(NCC1CCCO1)c1cnc(Cl)c(Cl)c1 (stereo not drawn)	-2	-1	-0.8	11	17	0	3	9	-1
COc1ccc(NC(=O)c2cccc(S(=O)(=O)N3CCOCC3)c2)cn1	-1	3	-0.6	14	20	0	2	16	-1
O=C(/C=C/c1ccc(O)c(O)c1)c1ccccc1O	-4	27	73*	14	43*	-5	42*	33	25*
Cc1ccccc1C(=O)N1CCC(C(=O)N2CCCc3ccccc32)CC1	-3	15	-1.9	13	7	-3	0	3	1
COc1ccc(/C=C2/SC(=S)NC2=O)cc1OCc1ccccc1	-5	12	24	6	16	-5	-2	12	2
CN1CCN(S(=O)(=O)c2ccc(NC(=O)c3cccc(F)c3)cc2)CC1	-2	4	-0.9	14	9	-2	2	-3	0
Cc1c(NC(=S)Nc2ccccc2C(F)(F)F)cccc1[N+](=O)[O-]	-1	-6	15	10	17	-1	2	1	0
O=C(c1ccc2c(c1)OCCO2)C1CCN(C(=O)c2ccc(F)cc2)CC1	0	13	-2.0	16	-14	-2	-15	5	0
O=C(NCCSCc1ccco1)Nc1cc(Cl)cc(Cl)c1	2	54*	86*	15	5	-3	34	46*	3
COc1ccc(S(=O)(=O)n2ccc(C(C)Oc3ccc(-c4ccccc4)c(F)c3)n2)cc1 (stereo not drawn)	2	5	0.8	-12	7	-3	0	14	3
CCCN1CCN(S(=O)(=O)c2c(C)[nH]c(C)c2C(=O)N2CCCCC2)CC1	-1	4	-0.5	-6	6	7	-3	20	0
Cc1cccc(OCC(=O)Nc2ccc(C(=O)NCc3cccnc3)cc2)c1	1	-7	x	1	14	-6	-10	-3	x
N#Cc1ccccc1NC(=S)NC(=O)C1CCC1	-3	4	-0.3	14	5	-4	5	17	1
CCC(C)(C)NC(=O)c1ccc2c(c1)OCCO2	0	3	1.0	9	11	2	15	15	1
CCN(CC)S(=O)(=O)c1ccc(NC(=O)[C@@H](NC(=O)c2cc(OC)cc(OC)c2)C(C)C)cc1	-4	8	-1.0	15	-1	-3	6	8	-6
Fc1ccc(-c2ccc(/C=N/n3cnnc3)o2)cc1	-5	8	1.6	13	6	-3	4	13	-1
Cc1c(C(=O)N2CCCCC2C)sc2nc3n(c(=O)c12)CCC3 (stereo not drawn)	0	12	-1.2	-1	10	-1	11	15	2
COc1ccc(OC)c(NC(=O)COC(=O)c2c3c(nc4ccccc24)CCCC3)c1	3	20	-1.3	12	11	-5	4	28	-4
Cc1cccc(C)c1OCCn1nc(C(=O)O)c2ccccc2c1=O	-1	8	-1.7	31	-10	0	-49	5	-1
CCCCNC(=S)N(C)/N=C/c1c(C)[nH]c2ccccc12	-2	18	5.8	13	8	0	18	28	12*
CC(=O)NC1CCN(CC(=O)Nc2cccc([N+](=O)[O-])c2)CC1	-3	-3	2.1	4	12	-1	0	19	1
Cc1ccc(-c2noc(CN3CCN(c4ccccc4F)CC3)n2)cc1	-1	19	-0.4	35	-49	1	5	15	-2
CCOC(=O)N1CCN(S(=O)(=O)c2ccc(C(=O)NNc3nc4ccc(Cl)cc4s3)cc2)CC1	7	17	0.5	6	4	-7	-33	-10	6
COCCn1c(C)cc(/C=C2\NC(=S)N(C)C2=O)c1C	-4	17	4.1	16	8	-3	12	22	-1
O=C(Nc1nc(-c2ccccn2)cs1)c1ccccc1-n1cnnn1	-3	-3	0.2	9	-4	-4	6	12	-1
CNC(=O)c1ccc(-c2nc(-c3ccccc3)cs2)cc1	-2	13	-0.8	12	-8	-1	23	13	4
C(=N\Nc1ncnc2sc3c(c12)CCC3)/c1ccncc1	-2	40	-0.3	4	11	0	40	40	-2
Cc1c(NS(=O)(=O)c2cc(NC(=O)CCN3CCCC(C)C3)ccc2Cl)c(=O)n(-c2ccccc2)n1C (stereo not drawn)	-1	12	-0.6	-3	-1	-2	-7	9	0
Cc1cc(NC(=O)Nc2ccc(F)c(Cl)c2)no1	0	-1	51*	28	-7	1	6	-6	-2
COc1ccccc1-n1nnnc1SCc1ccccc1	-2	18	-4.7	-31	7	2	8	16	2
Oc1ccc(-c2n[nH]c(=S)n2-c2ccc3c(c2)OCCO3)cc1	-2	7	0.6	16	5	7	7	11	-1
Cc1ccc(N2Cc3ccccc3OC(C)C2=O)cc1 (stereo not drawn)	-3	4	0.2	9	-1	-1	1	6	0
O=C(NCCN1CCN(S(=O)(=O)c2ccc([N+](=O)[O-])cc2)CC1)C(=O)Nc1ccccc1	0	-12	0.3	3	4	-1	9	7	1
O=C(CC1Nc2ccccc2NC1=O)NC1CCCCC1 (stereo not drawn)	-2	9	4.1	1	8	0	4	14	0
c1cnc(SCCCOc2ccc3ccccc3c2)nc1	-4	3	-4.5	2	10	0	9	7	3
COCCNC(=O)C(C)OC(=O)C1=Cc2ccccc2OC1 (stereo not drawn)	-1	9	-1.3	2	9	1	14	8	-2
COc1ccc(NS(=O)(=O)c2ccc(-c3cnc(C4CC4)o3)cc2)cc1OC	-1	21	92*	7	6	-7	5	24	0
Cc1nc(NCCCn2ccnc2)c2oc3ccccc3c2n1	-1	8	-4.1	-9	6	0	0	7	-1
C[C@@]12C(=O)N(Cc3ccco3)CC(=O)N1[C@H]1c3cc(Cl)ccc3OC[C@@H]1[C@@H]2c1ccccc1	-3	37	-0.1	2	10	-6	10	22	1
Cc1ccc(C)c(SCC(=O)NC(=O)NCc2ccccc2)c1	0	11	0.2	18	3	4	25	23	7
Cc1ccc(C2(O)C(=O)c3ccccc3C2=O)c(O)c1C	-2	-1	4.2	5	17	-4	0	5	0
Cc1c(C(=O)NN)nc2ccccn12	6	-5	-0.3	-2	-22	-3	5	7	2
COc1ccc(CN2CCC(=O)N([C@H](CO)Cc3ccccc3)CC2)cc1OC	-5	13	-1.9	12	3	-6	3	17	0
Cc1ccc(-n2ncc3c2CC(C)(C)CC3NC(=O)c2ccccn2)cc1 (stereo not drawn)	-5	49	3.8	9	3	-4	13	53*	-8
Cc1c(CCC(=O)O)c(=O)oc2cc(O)ccc12	-3	-16	-0.5	-1	11	5	-7	-3	1
CCc1c(C)nc(SCC(=O)N2CCCCC2C)[nH]c1=O (stereo not drawn)	-1	-6	0.8	3	-9	2	6	-5	-2
CC(C)[C@H](NS(=O)(=O)c1ccccc1)C(=O)OCC(=O)Nc1ccc2c(c1)OCO2	-5	12	-0.6	4	1	4.6*	8	12	-1

The list continues:
Molecule	APJ agonist	tim23-1 inh	MPTP inh	NALP3 yeast inh	APJ antagonist	MIN6 prolif	TIM10 inh	tim10-1 inh	NR3A LBD binder
O=C(NC1CS(=O)(=O)CC1NCc1ccccc1)c1ccccc1 (stereo not drawn)	0	3	0.8	11	-9	4	-6	11	0
CC(C)c1ccccc1NC(=S)NCc1ccncc1	-3	16	0.0	26	15	0	-7	12	0
CN(Cc1ccccc1)C(=O)c1cc2ccccc2o1	-1	24	2.2	27	-5	-1	4	17	-2
CCC(=O)N1c2ccc(S(=O)(=O)N3CCN(c4ccc([N+](=O)[O-])cc4)CC3)cc2CC1C (stereo not drawn)	0	13	4.8	5	-33	-5	-14	5	-1
CCN(CC)CCN1C(=O)C(O)=C(C(C)=O)C1c1ccccc1[N+](=O)[O-] (stereo not drawn)	-1	19	-0.4	9	-18	-3	14	17	1
O=C(COC(=O)/C=C/c1cccs1)Nc1ccc(Cl)cc1F	-4	23	-0.3	19	13	-1	2	9	0
COc1ccc(C(=O)N2CCC(C(N)=O)CC2)cc1S(=O)(=O)N1CCCC1	-3	5	-1.0	17	5	-1	12	-9	2
COc1ccc(C2C3=C(CC(C)(C)CC3=O)N(CCN3CCOCC3)C3=C2C(=O)CC(C)(C)C3)cc1	-2	0	0.0	-17	16	4	2	11	-1
O=C(/C=C/c1ccc(Cl)cc1)NC1CC2CCC1C2 (stereo not drawn)	-2	31	-0.3	28	2	-4	11	21	0
CCCCNC(=O)CNC(=O)c1nn(-c2ccc(OC)c(Cl)c2)c(=O)c2ccccc12	-4	-12	0.8	13	-1	-2	-16	-5	1
CC(Oc1ccccc1)C(=O)Nc1cccc(-c2nc3ccccc3[nH]2)c1 (stereo not drawn)	4	41	0.2	26	-14	-1	21	5	-8
Fc1ccc(N=Cc2ccc[nH]2)cc1	0	-12	1.3	0	-2	-1	-3	-22	2
